LDHA inh – inhibitors of human lactate dehydrogenase A; P00338; purified LDHA, NADH/diaphorase-resazurin fluorescence; active compounds read low; activity change, % (values are at about 110 or 230 µM); hit rate 0.15% among 480,000; AID 1347041; in the data active = activity change below about -30%; inconclusive = mostly about -25% to -30%;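 note: plate controls were DMSO wells for no effect and wells without enzyme for full effect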
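LDH5 2 nM; NADH 0.06 mM, pyruvate 0.2 mM; 200 mM Tris pH 7.4, EDTA, Tween-20; 5 min RT. Detection: diaphorase 0.133 mg/mL + resazurin 37 µM, fluorescence ex540/em590 at 0 and 20 min; normalized to enzyme-free and DMSO wells.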
Vif-A3F inh – inhibitors of Vif-A3F interaction. hit rate 0.2% among 390,000. HeLa A3F-eYFP + Vif (tagged APOBEC3F with the HIV-1 protein that degrades it), YFP fluorescence increase. Potency, µM (highest dose often 46.1 µM), for inactives: at the top dose activity, negative = active; note: potency is the fitted concentration of half-maximal effect; % of control where 0% means no effect; nearly all actives have a fitted effect of over 65% in size
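HeLa cells stably expressing Vif plus C-terminally eYFP-tagged A3F were seeded, incubated overnight at 37 deg C, dosed with compound, incubated overnight again at 37 deg C. Yellow fluorescence (Ex 488/Em 500-530) reported blocked Vif-mediated A3F-eYFP degradation.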
D2 PAM – positively modulates the human D2 dopamine receptor allosterically. P14416. HEK293 T-REx D2, calcium flux, EC20 dopamine potentiation. potentiation, % at 10 µM. hit rate 0.34% among 340,000;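 active = potentiation over 3 SD above the plate norm, cut at about 30% in these data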; note: 0% is about no effect
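Potentiation of an EC20 dopamine calcium response measured kinetically over 180 s, after a preceding 180 s compound-only read flagging agonists. Cells: inducible Hek293 Trex D2 line, 4000/well, cultured overnight at 30 C before dye loading.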
RXFP1 agonist – agonists of human relaxin receptor RXFP1 | HEK293T-RXFP1 cAMP TR-FRET, 30 min; response scale: percent of porcine relaxin response, buffer zero | Potency, µM (series often up to 57.5 µM), inactives show top-dose activation, usual class: activators | hit rate 0.3% among 370,000; note: potency is the fitted concentration of half-maximal effect; % is set by controls: 0 for no effect and ±100 for the full control effect; nearly all actives have a fitted effect of over 60% in size; many of its hits are not listed in these tables
Target sequence (Q9HBX9 whole entry, looked up): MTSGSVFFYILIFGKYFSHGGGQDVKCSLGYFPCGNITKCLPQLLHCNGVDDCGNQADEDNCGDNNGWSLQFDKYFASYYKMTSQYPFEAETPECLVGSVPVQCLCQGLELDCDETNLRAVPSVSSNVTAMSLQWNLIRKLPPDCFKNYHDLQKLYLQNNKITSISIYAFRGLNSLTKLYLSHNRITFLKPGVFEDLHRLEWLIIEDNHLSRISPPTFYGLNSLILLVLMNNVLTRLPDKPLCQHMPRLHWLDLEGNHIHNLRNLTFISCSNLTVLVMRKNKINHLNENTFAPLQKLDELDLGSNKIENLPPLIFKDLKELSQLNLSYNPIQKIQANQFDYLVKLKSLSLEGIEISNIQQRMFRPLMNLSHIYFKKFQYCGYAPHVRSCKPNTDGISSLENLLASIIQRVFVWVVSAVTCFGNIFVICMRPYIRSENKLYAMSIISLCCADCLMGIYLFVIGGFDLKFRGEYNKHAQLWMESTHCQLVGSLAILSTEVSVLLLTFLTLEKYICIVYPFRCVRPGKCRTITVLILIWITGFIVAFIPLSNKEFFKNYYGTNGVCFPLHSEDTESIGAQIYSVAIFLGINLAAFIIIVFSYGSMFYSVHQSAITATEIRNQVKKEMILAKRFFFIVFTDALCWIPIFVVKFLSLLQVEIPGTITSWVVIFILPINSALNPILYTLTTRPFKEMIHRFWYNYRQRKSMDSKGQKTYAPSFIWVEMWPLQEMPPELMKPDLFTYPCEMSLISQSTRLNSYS
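Agonist response is measured as cAMP accumulation in an RXFP1-transfected HEK293T line under PDE4 inhibition. Values are scaled between buffer-only and 29 nM porcine relaxin, and EC50s come from standard Hill equation fits.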
D1 ag – activates the human D1 dopamine receptor. HEK293 T-REx D1 cells, calcium flux, agonist mode. activation, % at 2 µM. hit rate 1% among 360,000; in the data active = activation above about 30%; note: 0% is about no effect
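Agonism was scored from calcium flux recorded over 180 s (1 read/s) after pintool compound addition, following a 10-cycle baseline. Cells were inducible force-coupled HEK293 TREx D1, plated overnight at 30 C and loaded with no-wash calcium dye.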
Glioma ERSR ind – inducers of ER stress response in human glioma cells; U87-MG GRP78 promoter luciferase reporter, 16 h; Potency, µM, for inactives: top-dose activation, actives largely listed as activators; hit rate 0.02% among 420,000; AID 602332; note: potency is the fitted concentration of half-maximal effect; series mostly up to about 76 µM; % of control where 0% means no effect; nearly all actives have a fitted effect of over 35% in size
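ERSR induction read as luciferase luminescence (Bright-Glo, 10 min at room temperature) in stably transfected human U87-MG glioma cells exposed to compounds for 16 h, using GRP78 as sensor.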
Vif-A3G inh – Vif-A3G binding inhibition; Q9HC16; HeLa A3G-eYFP + Vif (tagged APOBEC3G with the HIV-1 protein that degrades it), YFP fluorescence, overnight; Potency, µM (series often up to 46.1 µM), for inactives: top-dose activity, negative = active, usual class: inhibitors; hit rate 0.076% among 410,000;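 note: potency is the fitted concentration of half-maximal effect; % is set by controls: 0 for no effect and ±100 for the full control effect; nearly all actives have a fitted effect of over 60% in size; hits raise eYFP signal because A3G escapes Vif-driven loss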
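HeLa cells stably expressing Vif and C-terminally eYFP-tagged A3G, seeded overnight at 37 deg C, then exposed to compound by pintool overnight at 37 deg C. Rise in yellow fluorescence (Ex 488/Em 500-530, Acumen) marks blocked Vif-driven A3G degradation.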
D1 antagonist – blocks dopamine activation of the human D1 receptor | activity change, negative = inhibition, % at 10 µM | HEK293 TREx D1 cells, calcium flux, dopamine EC80; active compounds read low | hit rate 3.2% among 360,000; in the data active = activity change below about -30%; note: % is set by controls: 0 for no effect and ±100 for the full control effect
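Tetracycline-induced HEK293 T-REx cells with force-coupled D1 receptor were loaded with a no-wash calcium dye. Compound was added after a 10 s baseline and read kinetically for 180 s; EC80 dopamine was then added and calcium flux followed another 180 s.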
D1 potentiator – human D1 dopamine receptor positive modulation; P21728; HEK293 TREx D1 cells, calcium flux, dopamine EC20 potentiation; potentiation, % at 10 µM; hit rate 0.036% among 360,000; in the data active = potentiation above about 30%; note: 0% is about no effect
The depositor's hits bear a star; u = inconclusive; x = not tested or not shown. Unless noted, calls come from the whole dose curve; as a rule, active = well fitted curve in the direction sought with a large enough effect; inconclusive = small, poorly fitted or top-dose-only effect, or another doubt; inactive = no such curve, though single readings can be large; an effect the other way counts as inactive or inconclusive. Not all compounds are listed. The share of hits here may be higher or lower than overall.

SMILES	LDHA inh	Vif-A3F inh	D2 PAM	RXFP1 agonist	D1 ag	Glioma ERSR ind	Vif-A3G inh	D1 antagonist	D1 potentiator
CCCCN(C(=O)c1cccc(S(=O)(=O)N2CCN(C)CC2)c1)c1c(N)n(CCC)c(=O)[nH]c1=O	0	8%	-1	2.6%	2	-3%	-3%	0	-5
CC(NC(=O)c1cc(-c2ccncc2)nc2ccc(Br)cc12)C1CCCO1 (centres undefined)	-1	-20%	17	-3.7%	0	-3%	2%	-1	3
O=C(N/N=C/c1c[nH]c2ccccc12)C1CC(=O)N(c2ccccc2)C1 (centres undefined)	-5	-5%	-8	-1.6%	1	-4%	-21%	-2	-6
O=C(Nc1ccc2nc3n(c(=O)c2c1)CCCCC3)c1cccc(C(F)(F)F)c1	-11	0%	29	0.3%	2	-2%	2%	-24	0
CCOC(=O)C1=C(C)NC(=O)NC1c1cc(Br)c(O)c(OC)c1 (centres undefined)	1	-1%	-4	-0.1%	2	-3%	1%	7	-4
CC(C)(C)N(Cc1ccccc1)C(=O)COC(=O)CN1C(=O)NC2(CCCC2)C1=O	-1	1%	3	-1.7%	1	-2%	-3%	1	-3
Clc1ccccc1CSc1nnc(-c2cccnc2)n1Cc1ccco1	2	-8%	x	-3.0%	5	-2%	-5%	-10	-5
O=C(Oc1ccc(Cl)cc1)N1CCCCC1	-1	-10%	0	0.0%	3	1%	2%	-6	-1
CCc1cc(/C(Cc2cscn2)=N\O)c(O)cc1O	-1	-4%	-8	0.8%	6	-4%	2%	5	2
Cc1oc2c(c(C)cc3oc(=O)c(CC(=O)N[C@H](C(=O)O)C(C)C)c(C)c32)c1C	0	u	-1	5.3%	2	0%	-2%	-4	3
C=CCn1c(SCC(=O)c2c(N)n(C)c(=O)n(C)c2=O)nc2sc(C)c(C)c2c1=O	-3	-7%	17	-0.6%	0	1%	0%	8	3
COc1cccc(N2CCN(c3ncnc4onc(-c5ccc(Cl)cc5)c34)CC2)c1	2	1%	0	-1.0%	3	-3%	3%	5	-2
CCOC(=O)CNC(=S)N(CCCN1CCCCC1)Cc1cccs1	-5	7%	-34	-1.0%	1	-4%	0%	1	-2
CCOC(=O)C(C)Oc1c(Br)cc(C2NC(=O)NC(C)=C2C(C)=O)cc1OCC (centres undefined)	-12	0%	24	0.5%	3	-2%	1%	6	0
Cc1ccc(C)c(NC(=O)CCc2nc3cccnc3n2Cc2cccs2)c1	-1	0%	2	-1.6%	-1	-3%	1%	-15	1
COc1ccc(OC)c(NC(=O)COC(=O)C2CCC2)c1	3	0%	2	0.2%	0	0%	-1%	27	-8
CSc1nnc(-c2sc3cc(C(F)(F)F)cnc3c2-c2cccnc2)n1C	-8	-22%	12	1.6%	-2	0%	-27%	8	3
CN(C)CCCNc1nc(-c2ccc(Cl)cc2)nc2ccccc12	-6	9%	-7	27%	23	0%	3%	-9	-10
Cc1ccc([C@H]2C[C@@H](n3cc(COC(=O)c4ccccc4)nn3)[C@H](O)CN2CC2CCCCC2)cc1	0	-9%	x	x	x	0%	2%	x	x
COc1ccc(CC(=O)N2CCN(C(=O)Cc3ccc(OC)cc3)CC2)cc1	-1	x	-3	1.5%	3	-4%	0%	2	-2
COc1ccc(S(C)(=O)=O)cc1S(C)(=O)=O	0	-4%	6	-0.3%	3	1%	-1%	6	6
COc1cc(-c2nc3ccccn3c2NCc2ccccc2)ccc1SC1CCCCC1	1	8%	3	15%	-1	-4%	-7%	18	-3
O=C(NNC(=O)c1ccccc1-c1ccccc1C(=O)O)c1cccc([N+](=O)[O-])c1	-2	-6%	1	0.8%	1	-4%	-1%	-9	-2
N#Cc1ccccc1Cn1cnc2nc3c(cc2c1=O)CCCC3	-7	2%	11	2.5%	2	-3%	2%	8	0
CCN(CC)c1ncnc2sc(C(=O)N3CCN(c4ccc(OC)cc4)CC3)c(C)c12	7	-11%	7	2.0%	0	-3%	1%	-20	1

(listing goes on)
SMILES	LDHA inh	Vif-A3F inh	D2 PAM	RXFP1 agonist	D1 ag	Glioma ERSR ind	Vif-A3G inh	D1 antagonist	D1 potentiator
Cn1ncc(Cl)c1C(=O)NC(=S)Nc1sc2c(c1C#N)CCCCC2	-7	-2%	-5	-0.6%	2	0%	1%	-12	-10
COc1ccc(CCCc2nnc(SCc3nc4ccccc4c(=O)[nH]3)n2C)cc1	0	-6%	3	0.3%	-2	-5%	3%	-10	-4
O=c1c2c(nc3cc(-c4cccc(Cl)c4)[nH]n13)CCCC2	-3	-11%	-5	-1.6%	1	-10%	1%	3	-3
COc1ccccc1N1CCN(S(=O)(=O)c2c(C)sc3ncn(CC(=O)N(C)c4ccc(C(C)C)cc4)c(=O)c23)CC1	4	1%	-2	0.7%	0	-2%	-4%	12	6
COc1ccc(N2CCN(CC(O)c3c[nH]c4ccc(OC)cc34)CC2C)cc1 (centres undefined)	2	-18%	-13	-1.7%	16	-5%	2%	70	6
N#CCCN(C(=O)COC(=O)c1ccc(S(=O)(=O)N2CCCCCC2)cc1)c1ccccc1	-4	6%	10	1.7%	4	-7%	2%	-7	-6
Cc1ccc(NC(=S)NC(=O)c2ccc(F)cc2)cc1S(=O)(=O)Nc1ccccc1Cl	-1	-11%	10	0.8%	0	4%	2%	4	-7
C=CCN(C(=O)c1csnn1)C(C(=O)NC1CCCC1)c1ccccc1F (centres undefined)	-1	0%	7	-0.1%	2	2%	0%	-16	x
CCOc1ccccc1OCCCn1c(-c2ccc(Cl)cc2)nc2ccccc2c1=O	-12	-9%	-4	6.2%	4	-3%	4%	4	-1
O=C(CN(C(=O)CNC(=O)c1ccco1)c1ccc(Cl)c(Cl)c1)NC1CCCCC1	-6	2%	15	3.0%	20	1%	2%	17	-1
Cc1cccn2cc(-c3c[nH]c4ccccc34)nc12	-12	-13%	-3	1.1%	0	1%	-21%	-27	-14
O=c1cc(-c2ccccc2Cl)oc2c(NS(=O)(=O)c3cccs3)ccc(O)c12	5	4%	x	-2.0%	1	-2%	-8%	-9	-7
C/C(=N\NC(=O)COc1ccc([N+](=O)[O-])cc1)c1ccco1	0	5%	8	3.3%	0	-2%	4%	6	4
Cc1ccc(NC(=O)Cn2cnc3sc(C)c(S(=O)(=O)N4CCN(c5ncccn5)CC4)c3c2=O)cc1F	-3	-4%	5	1.8%	1	-1%	-3%	15	0
Cc1ccc(C)c(CN2C(=O)c3ccccc3S(=O)(=O)c3ccc(C(=O)N4CCN(c5ccccc5)CC4)cc32)c1	-4	x	-4	-0.3%	2	x	x	-2	-3
O=c1ccc(=O)n(-c2ccccc2)[nH]1	0	7%	7	1.7%	2	-4%	-16%	2	5
CCc1ccc2[nH]c(=O)c(CN(Cc3nnnn3C3CCCC3)C3CCCCC3)cc2c1	3	2%	16	3.9%	1	4%	0%	1	0
CCCCC[n+]1ccn(-c2nc3ccccc3nc2[N-]S(=O)(=O)c2ccc(C)cc2)c1	-2	-10%	-2	3.7%	4	-3%	-1%	1	-6
CCOC(=O)c1ccccc1NC(=O)CN(c1cccc(C)c1C)S(=O)(=O)c1ccccc1	-4	0%	14	7.5%	0	-2%	2%	5	1
O=C(CCn1ccc2cc(S(=O)(=O)N3CCCC3)ccc21)NCc1cccc(Br)c1	3	7%	5	2.8%	22	-3%	2%	15	-2
COc1ccc(CCNC(=O)CSc2ncc3c(n2)-c2cc(Cl)ccc2N(Cc2ccccc2)S3(=O)=O)cc1OC	2	1%	1	3.8%	4	-4%	-1%	-3	-8
CCOCCCNC(=S)N1C2CCC1CC(NC(=O)Nc1ccc(C(=O)OCC)cc1)C2 (centres undefined)	-4	-2%	10	-1.9%	0	-2%	3%	1	6
Fc1ccc2nc(Nc3nc4c(F)cccc4s3)sc2c1	-5	-9%	1	2.8%	3	4%	-7%	-3	-3
O=C(CN1CCCCCC1)Nc1cccc(NC(=O)CN2CCCCCC2)c1	-9	8%	4	0.5%	1	-3%	-5%	3	0
N#CCSc1ccccc1NC(=O)COC(=O)C1CCN(C(=O)c2ccc(Cl)cc2)CC1	0	3%	x	x	x	-7%	-1%	x	x

2 successive compounds out of the list so far:
SMILES	LDHA inh	Vif-A3F inh	D2 PAM	RXFP1 agonist	D1 ag	Glioma ERSR ind	Vif-A3G inh	D1 antagonist	D1 potentiator
CCCCN(C(=O)c1cccc(S(=O)(=O)N2CCN(C)CC2)c1)c1c(N)n(CCC)c(=O)[nH]c1=O	0	8%	-1	2.6%	2	-3%	-3%	0	-5
CC(NC(=O)c1cc(-c2ccncc2)nc2ccc(Br)cc12)C1CCCO1 (centres undefined)	-1	-20%	17	-3.7%	0	-3%	2%	-1	3

Among those listed so far, seven have an aryl thioether with sulfur outside any ring.
SMILES	LDHA inh	Vif-A3F inh	D2 PAM	RXFP1 agonist	D1 ag	Glioma ERSR ind	Vif-A3G inh	D1 antagonist	D1 potentiator
Clc1ccccc1CSc1nnc(-c2cccnc2)n1Cc1ccco1	2	-8%	x	-3.0%	5	-2%	-5%	-10	-5
C=CCn1c(SCC(=O)c2c(N)n(C)c(=O)n(C)c2=O)nc2sc(C)c(C)c2c1=O	-3	-7%	17	-0.6%	0	1%	0%	8	3
CSc1nnc(-c2sc3cc(C(F)(F)F)cnc3c2-c2cccnc2)n1C	-8	-22%	12	1.6%	-2	0%	-27%	8	3
COc1cc(-c2nc3ccccn3c2NCc2ccccc2)ccc1SC1CCCCC1	1	8%	3	15%	-1	-4%	-7%	18	-3
COc1ccc(CCCc2nnc(SCc3nc4ccccc4c(=O)[nH]3)n2C)cc1	0	-6%	3	0.3%	-2	-5%	3%	-10	-4
COc1ccc(CCNC(=O)CSc2ncc3c(n2)-c2cc(Cl)ccc2N(Cc2ccccc2)S3(=O)=O)cc1OC	2	1%	1	3.8%	4	-4%	-1%	-3	-8
N#CCSc1ccccc1NC(=O)COC(=O)C1CCN(C(=O)c2ccc(Cl)cc2)CC1	0	3%	x	x	x	-7%	-1%	x	x

Compound activity as filed in PubChem.
